# TAAR1 antag: human TAAR1 antagonism. Q96RJ0. CHO RD-HGA16 TAAR1, Fluo-8 calcium fluorescence, antagonist. inhibition, % at 3 µM. actives 1.5% (n = 360,000). AID 624466;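 active = inhibition above a per-plate cutoff, the mean inhibition of test compounds on that plate plus 3 SD, cut at about 49% in these data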;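 also: 0% = DMSO plus EC80 beta-PEA response and 100% = DMSO alone without agonist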
#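 Test system: hTAAR1-expressing CHO RD-HGA16 cells, Gα16-coupled; Probe or stimulus: EC80 β-phenethylamine stimulus; Compound dosing: single nominal final test compound concentration of 3 µM; Timing: 140 s kinetic read after compound, 140 s after agonist; Signal: Fluo-8 calcium-sensitive fluorescence; Measure: % inhibition of agonist calcium response; Controls: DMSO and EC80 PEA controls.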
# CHRM4 PAM: potentiates acetylcholine response at human M4 receptor | actives 0.4% (n = 360,000) | AID 624126 | activation, % at 3 µM | CHO-K1 hM4/Gqi5, Fluo-8 calcium fluorescence, ACh EC20; 0% = ACh EC20, 100% = maximal ACh;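 active = activation above its plate's cutoff, the mean activation of sample wells plus 3 SD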; also: some results filed as inactive read as strong as hits
# Target sequence (P08173 whole entry, looked up): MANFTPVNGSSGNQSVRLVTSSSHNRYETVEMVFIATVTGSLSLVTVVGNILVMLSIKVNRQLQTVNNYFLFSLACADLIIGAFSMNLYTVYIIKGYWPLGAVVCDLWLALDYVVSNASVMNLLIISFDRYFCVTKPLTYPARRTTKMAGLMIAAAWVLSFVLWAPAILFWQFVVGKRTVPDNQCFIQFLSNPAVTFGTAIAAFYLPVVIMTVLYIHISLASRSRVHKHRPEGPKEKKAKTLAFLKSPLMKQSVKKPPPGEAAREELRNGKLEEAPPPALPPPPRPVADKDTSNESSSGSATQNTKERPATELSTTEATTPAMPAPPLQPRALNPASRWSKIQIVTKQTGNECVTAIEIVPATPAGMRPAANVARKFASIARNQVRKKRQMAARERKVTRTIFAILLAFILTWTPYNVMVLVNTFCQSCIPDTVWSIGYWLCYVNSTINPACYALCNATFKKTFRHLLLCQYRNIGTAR
# CRFBP-R2 block: blocks CRF-induced signaling of the CRF-BP/CRF-R2 complex | HEK293 CRF-R2/CRF-BP, CRF-induced calcium fluorescence | actives 0.59% (n = 350,000) | inhibition, % at 11.8 µM | AID 588475;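 active = inhibition of the ligand-induced calcium signal above about 50% at the single tested concentration, limit read from the data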
# M5 antag: CHRM5 antagonism in calcium assay | P08912 | CHO-hM5 cells, Fluo-8 calcium fluorescence, ACh EC80 | inhibition, % at 3 µM | actives 0.59% (n = 360,000) | AID 624040;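 active = inhibition above a per-plate cutoff, the mean of that plate's test compounds plus 3 SD, cut at about 27% in these data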;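 also: 0% = acetylcholine EC80 with DMSO and 100% = DMSO without agonist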
# Target sequence (P08912 whole entry, looked up): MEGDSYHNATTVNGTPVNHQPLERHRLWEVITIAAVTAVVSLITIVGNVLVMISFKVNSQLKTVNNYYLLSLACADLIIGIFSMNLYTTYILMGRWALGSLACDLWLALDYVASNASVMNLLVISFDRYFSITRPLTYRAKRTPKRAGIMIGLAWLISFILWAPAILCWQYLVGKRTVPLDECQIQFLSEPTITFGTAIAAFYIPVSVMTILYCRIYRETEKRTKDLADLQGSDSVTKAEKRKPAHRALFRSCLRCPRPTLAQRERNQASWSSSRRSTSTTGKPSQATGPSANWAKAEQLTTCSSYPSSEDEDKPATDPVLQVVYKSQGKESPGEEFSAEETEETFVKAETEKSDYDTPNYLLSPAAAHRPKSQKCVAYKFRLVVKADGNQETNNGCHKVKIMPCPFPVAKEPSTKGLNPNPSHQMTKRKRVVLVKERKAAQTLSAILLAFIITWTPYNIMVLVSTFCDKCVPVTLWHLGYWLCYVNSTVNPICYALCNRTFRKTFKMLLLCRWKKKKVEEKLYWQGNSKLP
# M5 ag: CHRM5 agonism in calcium assay; P08912; CHO-K1 hM5 cells, Fluo-8 calcium fluorescence; 0% DMSO wells, 100% maximal acetylcholine response; activation, % at 3 µM; actives 0.19% (n = 360,000); AID 624037;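 active = activation above the run's mean over test compounds plus 3 SD, cut at about 23% in these data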;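 also: signal is peak over basal fluorescence ratio across the kinetic read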
# M1 PAM parental: nonselective activator or artifact in parental CHO-K1 calcium assay; ATP EC20, Fluo-8 calcium fluorescence; 0% at ATP EC20, 100% at ATP max; activation, % at 3 µM; actives 0.02% (n = 360,000); AID 602247;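 active = activation above the run cutoff, the mean activation of all test compounds plus 3 SD, cut at about 40% in these data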;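 also: peak over basal fluorescence ratio in a 140 s read after ATP addition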
# CRFBP-R2 agonist: CRF-BP/CRF-R2 complex agonism; HEK293 CRF-R2/CRF-BP, calcium dye fluorescence (FLIPR); percent of saturating CRF peptide response; activation, % at 13.2 µM; actives 0.46% (n = 350,000); AID 588473;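 active = activation of at least 50%, plus an integration ratio under a set limit after plate pattern correction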;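 also: plate controls were neutral control wells without compound for no effect and CRF at EC100 for full effect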
# TAAR1 agonist: agonists of human TAAR1 | CHO RD-HGA16 TAAR1, Fluo-8 calcium fluorescence; vehicle wells 0%, saturating PEA agonist 100% | AID 624467 | Q96RJ0 | activation, % at 3 µM | actives 0.99% (n = 360,000);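 active = activation above the mean activation of all test compounds in the run plus 3 SD, cut at about 38% in these data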
#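 Test system: RD-HGA16 (CHO) cells co-expressing Gα16 and hTAAR1 | Doses: Single dose, 3 µM | Schedule: 17-24 h seeding, 75 min 37 °C dye, 30 min RT | Evaluation: % activation from peak over basal fluorescence ratio, DMSO-to-PEA scaled | Technique: Kinetic Fluo-8 calcium fluorescence | Benchmarks: Low control DMSO, high control PEA (EC100)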
# M5 PAM: potentiates acetylcholine response at human M5 receptor. actives 0.3% (n = 360,000). activation, % at 3 µM. CHO-K1 hM5, Fluo-8 calcium, ACh EC20 PAM; 0% = ACh EC20, 100% = ACh EC100. P08912;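 active = activation above the run cutoff, the mean activation of all test compounds plus 3 SD, cut at about 18% in these data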
#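 Assay system: CHO-K1 hM5 cells. Also added: acetylcholine at EC20 concentration, added after compound. Dosing: 3 µM, single dose. Times: compound preincubation 140 s before EC20 acetylcholine addition. Signal: Fluo-8 calcium fluorescence. Measure: % activation relative to EC20 and EC100 ACh responses. Repeats: singlicate, one well per test compound.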
# Active calls of the source: *; nt = not tested or not shown.
SMILES,TAAR1 antag,CHRM4 PAM,CRFBP-R2 block,M5 antag,M5 ag,M1 PAM parental,CRFBP-R2 agonist,TAAR1 agonist,M5 PAM
COc1cc(C(=O)NCC(=O)NNC(=O)CN(C)S(=O)(=O)c2ccc(Cl)cc2)cc(OC)c1OC,-12.6,0.3,8.9,4.0,3.6,-2.1,-0.6,10.9,2.4
O=C(CSc1ccccn1)Nc1ccc2c(c1)oc1ccccc12,10.1,-3.6,-42.0,3.7,-5.9,6.2,0.5,1.5,-0.2
COc1cccc(OCC(=O)NNC(=O)CCc2ccccc2)c1,2.0,5.8,-26.7,-13.9,0.9,11.8,0.0,-0.8,8.2
Cc1nn(CC(=O)NN)c(C)c1Br,-26.3,-7.0,5.9,-1.0,-4.1,-21.0,0.9,0.5,2.4
CC1CCCC(C)N1CCCNC(=O)CN1C(=O)c2cccnc2Oc2ccc(Cl)cc21 (centres undefined),-13.2,-3.5,11.0,0.3,-1.0,9.5,1.6,0.8,-5.2
Cc1cccc(NCN2C(=O)C3C4C=CC(C4)C3C2=O)c1 (centres undefined),-5.1,-4.5,6.0,-4.9,4.0,-8.2,-1.3,11.6,-2.9
CN(C)S(=O)(=O)c1cccc(NC(=O)c2ccc(-n3cncn3)c([N+](=O)[O-])c2)c1,-13.1,3.2,-6.9,5.5,1.0,8.5,-0.3,2.2,-1.2
CCCOc1ccccc1OCC(=O)N1CCN(S(=O)(=O)c2ccc(Cl)cc2)CC1,2.9,4.4,-7.0,0.9,1.7,6.1,-0.1,9.7,-2.0
CCCCN(C=O)c1c(CC)nc2c(OCCC3CCCCC3)cccn12,1.6,-8.7,nt,-0.5,-2.8,13.2,nt,0.6,-7.3
CCOC(=O)N1CCN(C(=O)c2ccc(CN(c3ccccc3)S(C)(=O)=O)cc2)CC1,-18.7,-1.7,-14.7,3.9,0.6,-1.2,2.8,1.3,-5.7
COC(=O)C1C2CC3c4[nH]c5cc(OC)ccc5c4CCN3CC2CC(O)C1OC (centres undefined),-4.3,3.6,-3.0,7.5,2.8,14.7,2.7,2.2,1.9
CCSc1ncc(Cl)c(C(=O)Nc2ccc(S(=O)(=O)Nc3ncccn3)cc2)n1,-12.7,2.7,-1.4,-0.4,-1.9,17.6,-0.2,0.5,-1.7
COC(=O)c1ccccc1Sc1snnc1C,-13.1,1.2,14.6,-7.6,-0.9,14.1,-3.6,11.0,7.8
CC[C@H](C)[C@H](NC(=O)OCc1ccccc1)C(=O)OCC(=O)Nc1ccc(N2CCOCC2)cc1,-3.9,0.8,-16.1,11.3,6.1,13.2,-0.5,4.1,-9.4
CS(=O)(=O)N1CCN(c2ccccc2NC(=O)c2ccc(Br)o2)CC1,45.6,-8.2,-29.9,4.6,2.5,7.3,-0.6,5.7,-0.7
COc1ccccc1NC(=O)CNC(=O)c1ccccc1C,-0.4,6.8,16.6,4.6,-0.4,10.6,-2.8,7.0,-3.6
COc1ccc(S(=O)(=O)N2CCOCC2)cc1NC(=O)c1ccccc1C,7.6,0.0,0.3,16.0,0.6,6.0,1.3,2.5,-6.6
COC(=O)CSc1nnc2n(-c3ccc(OC)cc3)c(=O)c3c4c(sc3n12)CCCCC4,-5.9,5.0,10.9,-8.2,-4.6,-1.9,1.2,8.5,6.9
COC(=O)c1[nH]c2ccc(C)cc2c1NC(=O)CN1CCCC(C)(C)C1,-20.1,-7.3,2.5,-4.0,-8.1,22.5,1.9,7.3,-1.3
Cc1[nH]c2ccc(F)cc2c(=O)c1SC(F)(F)C(F)C(F)(F)F (centres undefined),17.2,-3.0,35.8,15.3,1.9,6.7,17.8,9.8,-10.4
Cc1ccc(C(=O)OCCc2c(C)[nH]n(-c3ccccc3)c2=O)cc1,1.3,3.4,-4.4,1.1,-3.4,-4.4,-0.1,1.3,-6.8
Cc1cc(-c2cc(C(=O)O)c3ccccc3n2)c(C)s1,1.9,2.5,11.1,2.3,-0.7,9.1,1.8,9.1,-7.3
Cc1cc(C(=O)NCCC2=CCCCC2)no1,2.9,-3.7,25.3,2.1,-1.4,-14.8,-9.9,8.6,-4.4
CC(C)c1ccccc1NC(=S)N(C)C,-3.6,6.2,0.6,11.6,-2.4,16.4,1.4,-0.2,-1.9
CCCCCCC/C=N/Nc1nnc(Cc2ccccc2)c(=O)[nH]1,-10.9,5.3,-6.3,2.4,0.7,-14.3,-0.1,1.3,0.7
Cc1ccc(N(CCC(=O)O)S(=O)(=O)c2ccccc2)cc1,-9.1,2.5,0.6,10.7,-0.7,-2.5,1.3,-0.4,-1.4
COc1ccc(CNC(=O)/C=C/c2ccc(S(=O)(=O)N3CCOCC3)cc2)cc1,4.2,1.1,-1.8,8.6,3.9,-6.4,-0.4,0.7,6.1
CCOC(=O)C1CCN(c2c([N+](=O)[O-])c(C(Cl)Cl)nn2-c2ccccc2)CC1,5.7,-0.3,20.4,-0.3,-1.6,26.6,0.1,1.8,-0.1
COc1cccc(NC(=S)NC2CC3CCCC(C2)N3CC(C)C)c1 (centres undefined),-19.2,-7.5,12.1,10.0,-14.3,23.7,-0.5,3.2,6.4
COC(=O)C1=C(C)N=c2s/c(=C/c3ccoc3)c(=O)n2C1c1ccccc1 (centres undefined),nt,10.3,5.7,-0.5,-1.0,-5.5,3.6,nt,-3.4
CCN(CC(=O)NC(C)(C)C)C(=O)c1ccc2c(c1)S(=O)(=O)c1ccccc1C2=O,-1.2,0.6,-3.1,5.9,3.6,-18.7,-1.9,1.9,-5.5
NS(=O)(=O)c1ccc(NC(=S)NC(=O)c2cccs2)cc1,12.8,-3.9,12.2,2.5,-3.6,15.0,0.3,10.7,0.3
COc1ccccc1-c1nc2ccccc2c(=O)n1O,-7.5,3.6,3.4,7.6,-4.2,15.1,0.7,-1.4,-0.1
Cc1cccc(OCC(=O)NCc2nc(-c3ccccc3)no2)c1,-31.6,-1.2,-1.5,-1.1,1.4,-10.7,-3.9,1.8,-2.9
Cn1c(=O)c2c(nc(CN3CCN(c4cccc(Cl)c4)CC3)n2CCc2ccccc2)n(C)c1=O,-9.7,16.9,-1.5,-6.0,-4.7,16.8,2.9,14.4,12.8
CN(CC(=O)NCCc1ccc(F)cc1)CC(=O)Nc1ccc(F)c(F)c1F,19.4,21.1*,8.3,9.1,-2.8,-5.5,-1.6,1.0,-6.1
CCOC(=O)c1nnn(-c2nonc2N)c1COc1c(C=O)cccc1OC,23.2,0.8,20.2,-0.5,0.4,-4.3,-0.2,0.6,0.1
CC(=O)Nc1ccc(N2CCCC(C)C2)c([N+](=O)[O-])c1 (centres undefined),-11.3,6.3,9.4,-1.3,-3.9,6.0,-0.3,2.0,0.1
CCOc1ccc(NC(=O)Cn2nnc(C(=O)NCc3ccccc3OC)c2N)cc1,5.8,4.2,-14.8,10.2,-4.8,-3.1,5.6,2.0,1.5
COC(=O)N/N=C/c1cn(Cc2ccc(Cl)cc2Cl)c2ccccc12,-1.4,-12.3,-18.3,5.8,1.9,28.3,0.7,-0.1,-7.7
Cc1ccc(-c2nnc(SCC(=O)N(CC(C)C)c3c(N)n(Cc4ccccc4)c(=O)[nH]c3=O)n2N)cc1,-18.5,0.8,11.7,9.3,-5.0,14.0,0.2,0.0,-2.8
COc1ccc(-c2csc(NC(=O)Cc3cccc4ccccc34)c2C(=O)O)cc1,-29.1,-6.1,1.7,7.4,-2.4,10.1,-0.1,7.9,1.1
COc1ccc(C(C#N)c2cnccn2)cc1OC (centres undefined),5.7,7.6,-3.0,-0.9,2.1,0.4,0.1,19.9,5.3
O=C(O)CSc1cnc2ccccc2n1,-1.9,8.4,9.1,1.2,-1.3,4.8,-2.8,4.2,-5.6
CCCC1CCC(c2ccc(C(=O)NN)cc2)CC1 (centres undefined),-15.7,0.6,-65.1,-2.7,-1.5,20.6,-3.9,-0.1,2.6
CC(C)N1C(=O)S/C(=C/c2ccc3c(c2)n(C)c(=O)n3C)C1=O,18.7,-2.6,44.9,14.4,-1.7,8.9,-0.8,15.4,-13.3
CC1(C(=O)NC2CCCCCCC2)CCC(=O)N1Cc1cccs1 (centres undefined),9.1,-14.4,-32.8,14.2,-9.1,15.0,-0.7,0.6,-6.7
Cc1nc(NC(=O)c2ccccc2)nc2cc3c(cc12)OCO3,-4.4,0.7,20.4,3.9,-0.9,-7.7,-1.8,3.7,4.1
O=C1CCC(C(=O)N2CCCCO2)CN1CCc1ccc(Cl)cc1 (centres undefined),-32.4,12.0,2.1,9.4,-2.8,-15.4,0.9,2.9,-5.6
O=C(NC1CCCC1)C1CCN(S(=O)(=O)N2CCCCC2)CC1,5.6,-1.2,-7.7,-4.2,0.1,-3.1,-1.8,6.8,-1.1
Cc1ccc2nsnc2c1S(=O)(=O)N1CCCC1C(=O)O (centres undefined),-12.4,5.1,-15.9,8.7,-1.3,-8.3,0.1,4.4,-4.4
O=C(NCCCn1ncc2ccccc21)c1cc(COc2c(F)cccc2F)on1,-0.5,-4.8,19.4,7.0,-4.8,7.1,3.6,0.0,-11.0
CCOC(=O)[C@]12CCC=C1N(Cc1cccc3ccccc13)C(=O)[C@H](CC(=O)N1CCSCC1)C2,-20.1,3.1,nt,-0.2,-4.3,23.5,nt,-1.8,0.2
C=C(C)Cn1c(=O)c(NC(=O)c2ccccc2)c2n(c1=S)CCC2,-21.1,-2.6,-5.4,-1.1,0.4,-3.8,-0.7,1.0,-6.8
COc1cccc(C(C(=O)NC2CCCC2)N(C(=O)c2ccco2)c2ccc(-n3cnnn3)c(C)c2)c1OC (centres undefined),-2.0,-1.2,-0.2,-9.7,-3.8,12.9,1.5,5.3,8.6

# Molecules listed so far with a thiophene ring, fused or not, in the order listed:
SMILES,TAAR1 antag,CHRM4 PAM,CRFBP-R2 block,M5 antag,M5 ag,M1 PAM parental,CRFBP-R2 agonist,TAAR1 agonist,M5 PAM
COC(=O)CSc1nnc2n(-c3ccc(OC)cc3)c(=O)c3c4c(sc3n12)CCCCC4,-5.9,5.0,10.9,-8.2,-4.6,-1.9,1.2,8.5,6.9
Cc1cc(-c2cc(C(=O)O)c3ccccc3n2)c(C)s1,1.9,2.5,11.1,2.3,-0.7,9.1,1.8,9.1,-7.3
NS(=O)(=O)c1ccc(NC(=S)NC(=O)c2cccs2)cc1,12.8,-3.9,12.2,2.5,-3.6,15.0,0.3,10.7,0.3
COc1ccc(-c2csc(NC(=O)Cc3cccc4ccccc34)c2C(=O)O)cc1,-29.1,-6.1,1.7,7.4,-2.4,10.1,-0.1,7.9,1.1
CC1(C(=O)NC2CCCCCCC2)CCC(=O)N1Cc1cccs1 (centres undefined),9.1,-14.4,-32.8,14.2,-9.1,15.0,-0.7,0.6,-6.7

# No enrichment for hits (roughly 4.2% active in at least one column).
